AmpC inh detg: inhibitors of E. coli AmpC beta-lactamase with detergent; 0.041% of 370,000 active; P00811; Potency, µM (series often up to 114 µM), inactives show at the top dose activity change, negative = inhibition, hits mostly inhibitors; AmpC hydrolysis of nitrocefin, absorbance 480 nm, 0.01% Triton;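 also: potency is read from the fitted curve at half-maximal effect; 0% = no-compound wells and -100% = no-enzyme wells; nearly all actives have a fitted effect of over 25% in size; some results filed as inactive show a strong effect at the top dose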
Target sequence (P00811 whole entry, looked up): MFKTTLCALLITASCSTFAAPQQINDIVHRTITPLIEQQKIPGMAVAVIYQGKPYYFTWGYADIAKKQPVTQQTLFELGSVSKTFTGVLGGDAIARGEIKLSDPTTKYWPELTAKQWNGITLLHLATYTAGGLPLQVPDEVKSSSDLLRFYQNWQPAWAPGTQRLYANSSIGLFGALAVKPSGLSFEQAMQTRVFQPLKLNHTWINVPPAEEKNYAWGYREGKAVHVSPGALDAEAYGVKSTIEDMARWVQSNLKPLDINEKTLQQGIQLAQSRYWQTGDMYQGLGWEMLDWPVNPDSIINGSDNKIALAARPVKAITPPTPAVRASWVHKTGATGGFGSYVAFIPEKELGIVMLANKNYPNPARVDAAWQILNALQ
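20 mM phosphate pH 7.0 + 0.01% (detergent screen) or 0.0001% Triton X-100; 5.3 nM AmpC reagent; cpd preinc 15 min RT; nitrocefin (800 uM stock) to start; A480 q20 s × 4 min; Activity was normalised to no-enzyme and no-compound control wells.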
HCMV antiviral: blocks human cytomegalovirus replication; HFF cells, HCMV-luciferase reporter, 72 h; hits give low values; activity change, negative = inhibition, % at 57.5 µM; 4.5% of 410,000 active; AID 1259415; in the data active = activity change below about -60%; inconclusive = no clear call, values can overlap the other calls; inactive = above about -39%
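Two compound doses tested in HFFs infected with HCMV-luciferase, MOI 1 PFU/cell, 72 h at 37C. Lysate luminescence read with OneGlo; data normalized against buffer-only and 10uM Salinomycin inhibitor controls.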
Giardia FBPA inh: Giardia lamblia aldolase inhibition; A8B2U2; purified Giardia FBPA; Potency, µM (series often up to 59.6 µM), inactives show at the top dose activity, negative = inhibition, actives largely listed as inhibitors; 0.71% of 290,000 active; AID 2451; also: potency is read from the fitted curve at half-maximal effect; nearly all actives have a fitted effect of over 55% in size
Target sequence (A8B2U2 whole entry, looked up): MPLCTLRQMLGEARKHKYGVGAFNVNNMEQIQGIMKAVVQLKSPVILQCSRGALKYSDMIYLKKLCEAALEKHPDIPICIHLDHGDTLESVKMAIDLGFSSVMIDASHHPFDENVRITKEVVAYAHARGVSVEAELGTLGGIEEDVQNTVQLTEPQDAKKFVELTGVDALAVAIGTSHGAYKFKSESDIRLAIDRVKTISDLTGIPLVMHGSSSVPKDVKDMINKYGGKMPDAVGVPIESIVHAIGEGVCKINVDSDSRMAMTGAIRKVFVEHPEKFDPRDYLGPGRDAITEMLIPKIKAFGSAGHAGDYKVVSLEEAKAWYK
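40 nM FBPA preincubated 10 min at RT with compound (up to 57.5 uM final), then substrate plus GAPDH/TPI/NAD/arsenate coupling and diaphorase/resazurin added. Fluorescence read after 20 min at RT, 525/598 nm.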
Sm TGR inh: S. mansoni TGR enzyme inhibition | Q962Y6 | purified TGR, DTNB reduction, TNB absorbance 405 nm | Potency, µM (top dose mostly 114 µM), without a hit: at the highest dose activity change, negative = inhibition, most hits filed as inhibitors | 3% of 360,000 active; also: potency is read from the fitted curve at half-maximal effect; nearly all actives have a fitted effect of over 60% in size
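First, TGR (20 nM dispensed) and NADPH were mixed with compound. Second, a 15 min room-temperature incubation followed. Third, further NADPH and then DTNB were added to start the reaction. Finally, TNB absorbance was monitored kinetically.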
AmpC inh no detg: blocks E. coli AmpC beta-lactamase in detergent-free assay; AID 485341; 0.52% of 330,000 active; P00811; Potency, µM (titrated, usually from 57.1 µM), without a hit: at the highest dose activity change, negative = inhibition, usual class: inhibitors; AmpC nitrocefin hydrolysis, absorbance 480 nm, 0.0001% Triton;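 also: potency is read from the fitted curve at half-maximal effect; plate controls were no compound for no effect and no enzyme for full effect; nearly all actives have a fitted effect of over 20% in size; some results filed as inactive show a strong effect at the top dose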
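20 mM phosphate pH 7.0 + 0.01% (detergent screen) or 0.0001% Triton X-100; 5.3 nM AmpC reagent; cpd preinc 15 min RT; nitrocefin (800 uM stock) to start; A480 q20 s × 4 min; Activity was normalised to no-enzyme and no-compound control wells.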
HCV inh: inhibitors of hepatitis C virus infection | Huh7.5.1 HCVcc-Cre infection, luciferase reporter, 44 h | 3.4% of 340,000 active | AID 651820 | Potency, µM (series often up to 41.8 µM), without a hit: at the top dose activity change, negative = inhibition, actives largely listed as inhibitors; also: potency is read from the fitted curve at half-maximal effect
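Cells seeded at 1,000/well and cultured 4 h, then compounds added followed by HCVcc-Cre virus (~0.5 moi). After 44 h further culture, luciferase substrate was added, plates held 15 min at room temperature, and luminescence read for 15 sec.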
* = called active by the depositor; u = inconclusive; x = no result given; + = active, no number; & = joins results of further samples; [ ] = another dose, or the depositor's remark. Unless noted, calls follow the shape of the dose curve; as a rule, active = well fitted curve in the direction sought with a large enough effect; inconclusive = small, poorly fitted or top-dose-only effect, or another doubt; inactive = no such curve, though single readings can be large; an effect the other way counts as inactive or inconclusive. Unless noted, % is scaled to controls: 0 for no effect and ±100 for the full control effect. An unsorted share of the library; 9.9% or so of the library scored in one or more.

Screens in order – AmpC inh detg | HCMV antiviral | Giardia FBPA inh | Sm TGR inh | AmpC inh no detg | HCV inh
Cc1c2cnn(CC(=O)NC(C)C)c(=O)c2c(C)n1Cc1ccccc1Cl
  -5% | 27 | x | -7% | x | x
CN1CCN(CCC(=O)Nc2ccc3c(c2)OCO3)CC1
  3% | 9 | 2% | -8% | -17% | 10%
COCCCNCCCCOc1ccc(OCc2ccccc2)cc1
  -6% | u | u | x | 34% | 11µM*
CN(CC(=O)Nc1ccccc1Br)C(=O)CNC(=O)c1cccs1
  u | -7 | x | -2% | -29% | 10%
COc1cc(NC(=O)c2ccc(Cl)cc2)c(OC)cc1Cl
  -7% | 123 | -2% | -4% | -27% | -15%
CCOC(=O)C(=O)N1CCN(c2nc(-c3ccc(Cl)cc3)cs2)CC1
  -11% | -26 | -7% | 8% | 65%[activator] | 1%
C=CCN1C(=O)/C(=C2/Sc3ccccc3N2C)SC1=Nc1c(C)n[nH]c1C
  -2% | x | -15% | -1% | 23% | 0%
CN1N=C(C(=O)N2CCc3c([nH]c4ccccc34)C2c2ccccc2Cl)CCC1=O (centres undefined)
  6% | 158 | 1% | -12% | 81%[activator] | -44%
Cn1c(SCC(=O)NC2CC2)nnc1C1CC1
  2% | 13 | x | -4% | -5% | 1%
Cc1ccc(S(=O)(=O)c2nc(-c3ccco3)oc2SCC(N)=O)cc1
  -7% | -2 | 3% | 40µM* | -12% | 21%
O=C1CCCCCN1CP(=O)(O)CN1CCCCCC1=O
  1% | -39 | -2% | 0% | 69%[activator] | 28%
Cc1c(C)c2c(OCC(=O)N[C@@H](C(=O)O)c3ccccc3)cc3c(c2oc1=O)CCC(C)(C)O3
  1% | -7 | -7% | 0% | 15% | u
CCCn1c(=O)c2ccccc2n2c(SCC(=O)c3ccccc3)nnc12
  u | -36 | -5% | 4% | -30% | -13%
CN(C)c1ccc(NC(=O)CCCCCn2nnc3ccccc3c2=O)cc1
  -6% | -2 | 3% | 1% | 53% | 11%
CCn1nc(C(=O)Nc2ccc(Cl)c(S(=O)(=O)N3CCOCC3)c2)c2ccccc2c1=O
  u | -10 | x | -5% | 89%[activator] | 11µM*
Cc1ccc(S(=O)(=O)/N=C(\N)c2ccc(Cl)cc2)cc1
  1% | 1 | 4% | 0% | -21% | 8%
Cc1c(C(=O)NCc2cccnc2)sc2ncn(CC(=O)N3CCCCC3C)c(=O)c12 (centres undefined)
  3% | -31 | -1% | -27% | 3% | 5%
CC1CCCC(C)N1C(=O)COC(=O)c1cc(F)c(F)cc1Cl (centres undefined)
  x | -35 | x | x | -12% | 4%
COc1cccc(NC(=O)CN2C(=O)C(c3ccc(C)cc3)=NC23CCCCCC3)c1
  -8% | u | -11% | 5% | -28% | u
Cc1cc(C)c2sc(N(CCN(C)C)C(=O)c3ccc4ccccc4c3)nc2c1
  -2% | + | -22% | 7% | 3% | u
Cc1cccc(C)c1NC(=O)C1CCCN1C(=O)Nc1cccc(F)c1 (centres undefined)
  5% | u | -1% | 12% | -9% | 19%
CCCCCCN(C(=O)CCCCCN1C(=O)NC(c2ccc(C(C)(C)C)cc2)C(C(=O)OCc2ccccc2)=C1C)C(C(=O)NCCCC)c1ccc(OCC(=O)OC)c(C(=O)OC)c1 (centres undefined)
  -4% | x | 2%&-3% | 1% | 72%[activator] | x
CCC1(CC)C(=O)N=C2c3ccccc3C(=O)N21
  -3% | 12 | 0% | 19% | -22% | 19%
Nc1cc(C(Cl)=C(Cl)Cl)c(S(N)(=O)=O)cc1S(N)(=O)=O
  -2% | 44 | 0% | 0% | -8% | u
C[C@@H](NC(=O)CN1C(=O)c2ccccc2S1(=O)=O)c1ccccc1
  2% | 0 | -1% | 1% | -22% | 28%
COc1cc(CCC(=O)OCC(=O)Nc2ncc(Cl)cc2Cl)cc(OC)c1OC
  u | 3 | -4% | 0% | -20% | -7%
O=C1CS/C(=N/N=C/c2ccccc2OS(=O)(=O)c2ccccc2)N1
  -15% | -17 | 18% | 2% | -32% | 27%
CC1Cc2ccccc2N1C(=O)CSc1nnc2c(n1)[nH]c1ccccc12 (centres undefined)
  -13% | -5 | 3% | -15% | -32% | -5%
O=C(c1ccco1)N1CCN(c2ncnc3scc(-c4cccs4)c23)CC1
  4% | u | 6% | -20% | 74%[activator] | u
CC(C)C(=O)NC(NCC1CCCO1)C(Cl)(Cl)Cl (centres undefined)
  3% | -20 | -1% | 4% | -14% | 11%
Cc1cccc2c(=O)cc(CSc3ccccc3NC(=O)c3cccc(Br)c3)[nH]c12
  24% | 31 | x | 6% | x | x
COc1ccc(CNC(=O)c2c(-c3c(F)cccc3Cl)noc2C)cc1
  -6% | -36 | 6% | -10% | -8% | 29%
COc1cc(/C=N\NC(=O)C2COc3ccccc3O2)cc(OC)c1O (centres undefined)
  3% | -23 | -4% | 84%[activator] | -24% | -5%
COc1cccc(/C(O)=C2/C(=O)C(=O)N(c3cc(C)on3)C2c2cccs2)c1 (centres undefined)
  1% | 20 | 1% | u | -26% | -11%
CCC(C)NC(=O)c1ccccc1SC (centres undefined)
  3% | -26 | 6% | x | -36% | 17%
CN(C)S(=O)(=O)c1ccc(N2CCCC2)c(C(=O)Nc2nc3ccc(F)cc3s2)c1
  -6% | 14 | -5% | 3% | -27% | 7.9µM*
Cc1cc(C(=O)OCC(=O)NC2CCC(C)CC2)c(C)o1 (centres undefined)
  0% | -21 | x | -12% | -3% | 10%
O=c1[nH][nH]cc1C=Nc1ccccc1Cl
  u | 23 | -8% | -2% | -7% | 9%
Nn1cc(-c2ccccc2)nc1SCC(=O)NCC(F)(F)F
  3% | -25 | -1% | 5% | -16% | 20%
CC(=O)n1ccnc1
  u | -3 | 10% | -13% | -5% | 9%
O=C(CSc1nnc(-c2ccccc2F)o1)NC1CCCCC1
  -10% | -32 | 9% | -9% | -16% | -10%
COc1ccccc1NC(=O)COC(=O)CNC(=O)C1CCCCC1
  x | 41 | x | x | -24% | -14%
COc1cc(CNC23CC4CC(CC(C4)C2)C3)ccc1OCc1ccccc1
  -1% | -28 | 0% | 9% | 12% | -27%
CNC(=S)Nc1cc(C)ccc1OC(F)F
  0% | -26 | -1% | -33% | -16% | -10%
c1ccc2c(c1)NCCS2
  3% | 1 | -23% | 0% | -36% | 12%
Cc1ccc(S(=O)(=O)c2cn(CC(=O)Nc3ccccc3C)c3cc4c(cc3c2=O)OCO4)cc1
  11% | 3 | x | -1% | x | x
O=C(CC1C(=O)NCCN1Cc1c(F)cccc1Cl)NC1CCCC1 (centres undefined)
  7% | -25 | -3% | 7% | -3% | 22%
CC1CN(C(=O)C(C)Sc2nc3ccccc3s2)CC(C)O1 (centres undefined)
  -2% | -21 | -6% | 1% | 53% | -5%
COc1ccc(CNC(=O)/C=C/c2ccco2)cc1OC
  1% | -89* | -7% | 3.2µM* | -11% | 19%
CNC(=O)c1cc(C(=O)c2ccc(Cl)cc2)c[nH]1
  -14% | 85 | 3% | -29% | -4% | 15%
O=C(Nc1nnc(C2CCCCC2)s1)C1CC(=O)N(c2ccccc2)C1 (centres undefined)
  -1% | 19 | -7% | 2% | -14% | 9%
CCC(=O)Nc1ccccc1N1CCN(S(C)(=O)=O)CC1
  -11% | -6 | 2% | -3% | -13% | 20%
CCCCOc1ccc(C(O)C(CN2CCOCC2)c2ccccc2)cc1 (centres undefined)
  4% | u | -10% | 8% | 110%[activator] | -7%
CCOC(=O)C1CCN(C(=O)C2(NC(=O)NC3CCCCC3)CCCCC2)CC1
  -3% | -29 | 1% | -1%[57.1 µM] | -13% | 18%
CCC(=O)NC(=S)Nc1cccc(-c2nc3ncccc3o2)c1
  u | -32 | 5% | -14% | -22% | 1%
O=C(COC(=O)CCC(=O)c1cccs1)Nc1cccc(S(=O)(=O)N2CCOCC2)c1
  0% | -22 | 8% | 1% | 4% | -1%
CCOc1ccc(CCNC(=O)c2nnn(CC(=O)Nc3ccc(OC)c(OC)c3)c2N)cc1OCC
  2% | u | -10% | 10% | 63%[activator] | u
COc1cc(NS(=O)(=O)c2ccc(NC(=S)NC(=O)/C=C/c3ccco3)cc2)ncn1
  -9% | -30 | 6% | 40µM* | -40% | -35%
Cc1ccc(C2=NN(CCC(=O)NCCC(C)C)C(=O)CC2)cc1
  -9% | x | 2% | 1% | 31% | 1%
Cn1ccnc1C(=O)c1ccccc1Cl
  -9% | -36 | -8% | 2% | -9% | 8%

An excerpt from above in order of molar mass, lowest first.
Screens in order – AmpC inh detg | HCMV antiviral | Giardia FBPA inh | Sm TGR inh | AmpC inh no detg | HCV inh
O=c1[nH][nH]cc1C=Nc1ccccc1Cl
  u | 23 | -8% | -2% | -7% | 9%
COc1ccc(CNC(=O)/C=C/c2ccco2)cc1OC
  1% | -89* | -7% | 3.2µM* | -11% | 19%
CCC(=O)NC(=S)Nc1cccc(-c2nc3ncccc3o2)c1
  u | -32 | 5% | -14% | -22% | 1%
COc1cc(/C=N\NC(=O)C2COc3ccccc3O2)cc(OC)c1O (centres undefined)
  3% | -23 | -4% | 84%[activator] | -24% | -5%
COc1ccc(CNC(=O)c2c(-c3c(F)cccc3Cl)noc2C)cc1
  -6% | -36 | 6% | -10% | -8% | 29%
CCOC(=O)C1CCN(C(=O)C2(NC(=O)NC3CCCCC3)CCCCC2)CC1
  -3% | -29 | 1% | -1%[57.1 µM] | -13% | 18%
O=C(COC(=O)CCC(=O)c1cccs1)Nc1cccc(S(=O)(=O)N2CCOCC2)c1
  0% | -22 | 8% | 1% | 4% | -1%
Cc1cccc2c(=O)cc(CSc3ccccc3NC(=O)c3cccc(Br)c3)[nH]c12
  24% | 31 | x | 6% | x | x
Cc1ccc(S(=O)(=O)c2cn(CC(=O)Nc3ccccc3C)c3cc4c(cc3c2=O)OCO4)cc1
  11% | 3 | x | -1% | x | x

Next part:
Screens in order – AmpC inh detg | HCMV antiviral | Giardia FBPA inh | Sm TGR inh | AmpC inh no detg | HCV inh
CC(=O)n1cc(/C=N/NC(=O)c2cccc(O)c2)c2ccccc21
  -9% | 50 | 7% | 0% | 11µM* | 10%
CCCCCn1c(NC2CCCCC2)nc2c1c(=O)[nH]c(=O)n2C
  -3% | 27 | 0% | -5% | -17% | 10%
Cc1cc(Br)cc2c1NC(=O)C2(c1c(C)n(C)n(-c2ccccc2)c1=O)c1c(C)n(C)n(-c2ccccc2)c1=O
  2% | -20 | -3% | 45µM* | 60% | 4%
COc1ccc(/C=C/C(=O)Nc2ccc(Cl)cc2Cl)cc1
  -1% | 7 | x | -4% | x | x
